STAT1 blocker: reduces IFN-gamma driven STAT1 reporter signal. NIH 3T3 STAT1-luciferase reporter, luminescence. inhibition, % at 5.5 µM. hit rate 0.35% among 200,000. AID 920;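 active means inhibition above a set limit, the mean inhibition across all tested compounds plus 3 SD, cut at about 34% in these data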;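 further: 0% = IFN-gamma with DMSO and 100% = IFN-gamma with 300 µM nifuroxazide; values of inactives mirror those of a sister screen read the other way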
FLuc inh counter: Photinus pyralis luciferase inhibition counter-screen | inhibition, % at 10 µM | AID 1006 | hit rate 1.5% among 200,000 | ATPLite firefly luciferase biochemical luminescence, 10 min | P08659;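 active means inhibition above about 50% when tested at 10 µM, limit read from the data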
Target sequence (P08659 whole entry, looked up): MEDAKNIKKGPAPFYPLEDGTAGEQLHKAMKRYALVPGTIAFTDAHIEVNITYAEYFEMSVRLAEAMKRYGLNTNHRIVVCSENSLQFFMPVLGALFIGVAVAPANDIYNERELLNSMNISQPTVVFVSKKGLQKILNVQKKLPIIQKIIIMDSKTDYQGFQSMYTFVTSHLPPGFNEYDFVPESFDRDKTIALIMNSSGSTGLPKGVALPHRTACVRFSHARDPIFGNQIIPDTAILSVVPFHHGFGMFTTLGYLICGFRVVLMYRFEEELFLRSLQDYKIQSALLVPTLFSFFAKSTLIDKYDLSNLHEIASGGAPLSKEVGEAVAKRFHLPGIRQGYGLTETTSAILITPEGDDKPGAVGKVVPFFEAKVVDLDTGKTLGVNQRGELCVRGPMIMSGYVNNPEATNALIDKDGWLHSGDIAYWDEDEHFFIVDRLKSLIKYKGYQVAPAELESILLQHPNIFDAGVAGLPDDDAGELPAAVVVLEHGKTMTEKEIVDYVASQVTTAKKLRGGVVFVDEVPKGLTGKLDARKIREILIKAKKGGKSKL
STAT3 blocker: reduces IL-6 driven STAT3 reporter signal | hit rate 0.89% among 190,000 | U3A cells, IL-6 STAT3-luciferase reporter, luminescence; host cell line lacks STAT1 | inhibition, % at 5.5 µM;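 active means inhibition above the mean inhibition across all screened compounds plus 3 SD, cut at about 44% in these data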;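 further: 0% = DMSO only wells and 100% = 100 µM nifuroxazide control wells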
STAT1 act: STAT1 signaling activation | NIH 3T3 STAT1-luciferase reporter, IFN-gamma, luminescence; 100% = IFN-gamma alone, no compound | activation (% of control), % at 5.5 µM | hit rate 2.6% among 200,000 | AID 932;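 active means activation above the screen-wide mean activation plus 3 SD, cut at about 130% in these data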;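 further: raw ratio to IFN-gamma control signal so 100% means no change and 0% no light; values of inactives mirror those of a sister screen read the other way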
RAM network inh: inhibitors of the yeast RAM network; S. cerevisiae dse1pr::URA3 reporter, 5-FOA growth OD615, 2 d; analog-sensitive cbk1-as2 kinase mutant strain; inhibition, % at 50 µM; hit rate 1.8% among 190,000;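 active means inhibition above a set limit, 3 SD over mean compound inhibition, cut at about 8.4% in these data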;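 further: 0% = DMSO-only wells with no growth and 100% = 10 µM 1-NA-PP1 full growth; inhibition rescues growth on 5-FOA so higher OD means more RAM inhibition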
APP 5'UTR act: APP 5'UTR luciferase reporter activation; SH-SY5Y APP 5'UTR luciferase reporter, luminescence; zero percent = DMSO vehicle wells; activation, % at 2 µM; hit rate 1% among 190,000;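 active means activation above a set limit, based on mean plus 3 SD of controls, cut at about 140% in these data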; further: values of inactives mirror those of a sister screen read the other way
STAT3 act: activators of IL-6 induced STAT3 signaling | hit rate 0.91% among 190,000 | activation (% of control), % at 5.6 µM | U3A cells, IL-6 STAT3-luciferase reporter, luminescence; 100% = signal with IL-6 EC80 alone;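 active means activation above the screen-wide mean of compound activation plus 3 SD, cut at about 130% in these data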;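 further: 0% = background luminescence of wells with medium and substrate only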
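System – human U3A cells carrying STAT3-luciferase construct · Probe or stimulus – Interleukin-6, 33 ng/mL · Schedule – compound 1 h, then IL-6 6 h at 37 °C · Signal – luminescence from STAT3-driven luciferase reporter · Evaluation – percent of IL-6-only median luminescence · Benchmarks – IL-6-only high control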
Hsp70 activator: transcriptional activators of Hsp70; HeLa Hsp70 promoter luciferase reporter, luminescence; scaled: vehicle 0, proteasome-inhibitor control 100%; activation, % at 10 µM; hit rate 0.04% among 200,000; AID 1203;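 active means activation above the mean across all tested compounds plus 3 SD, cutoff set per campaign, cut at about 5.5% in these data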;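 further: 100% = MG132 at 30 µM as the positive control and 0% = DMSO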
APP transl inh: APP translation inhibition. SH-SY5Y APP 5'UTR-luciferase reporter, luminescence. inhibition, % at 2 µM. hit rate 0.82% among 190,000. AID 1285;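 active means inhibition above a set limit, derived from the sample mean plus 3 SD, cut at about 45% in these data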; further: values of inactives mirror those of a sister screen read the other way
NF-kB neuron act: NF-kB expression increase, human neuronal cells; NF-kB reporter expression; stronger effect = higher value; fold change at 12.5 µM; hit rate 1.6% among 190,000; AID 1239; in the data active means fold change above about 3.3
* marks the source's active call; other numbers are inactive results; / = no result given; & = joins results of further samples.

SMILES	STAT1 blocker	FLuc inh counter	STAT3 blocker	STAT1 act	RAM network inh	APP 5'UTR act	STAT3 act	Hsp70 activator	APP transl inh	NF-kB neuron act
C=CCN1N=C(c2ccc(NC(=O)c3ccccc3)cc2)CSC1=O	-18	-4	15	115	1.1	15	92	-0.1	-15	0.94
CN(C)S(=O)(=O)c1ccc(C(=O)N2CCCC2c2nc3ccccc3s2)cc1 (stereo unspecified)	-3	-7	5	103	4.0	6	99	0.0	-6	1.4
CCOc1ccccc1NC(=O)CN(c1ccc(OC)cc1)S(=O)(=O)c1c(C)noc1C	-8	-5	-2	107	4.1	-89	108	-0.1	89*	2.4
Cc1ccc(NC(=O)CCNS(=O)(=O)c2ccc3c(c2)oc(=O)n3C)c(C)c1	-3	-5	3	103	0.0	13	102	0.0	-13	1
Cc1ccccc1OCc1nc(-c2ccccc2)no1	-40	6	-9	137*	0.7	79	110	0.3	-79	2.9
CC[n+]1c(-c2ccccc2)csc1Nc1c(C)n(C)n(-c2ccccc2)c1=O	0	-7	1	100	0.3	63	98	-0.1	-63	1.1
Cc1ccc(-n2c(N)c(C(=O)N3CCCCC3)sc2=S)cc1	-8	-4	5	104	2.4	-12	96	-0.2	12	1.4
CCOc1ccc(CCNC(=O)C2CCC(=O)N2CCc2ccccc2)cc1OCC (stereo unspecified)	12	-5	2	89	2.7	-2	99	-0.3	2	1
Nc1ccc(C(=O)OCC(=O)c2cccc([N+](=O)[O-])c2)cc1	-8	10	-1	105	1.5	-4	105	-0.2	4	1
O=C(CCl)NCCN1C(=O)S/C(=C\c2cccnc2)C1=O	9	-5	-5	90	2.7	-30	105	-0.2	30	1.2
Cc1ccc2nc(-c3ccc(SCC(=O)O)nc3)[nH]c2c1	5	43	10	96	0.3	13	93	-0.1	-13	0.74
O=C(Nc1ccc(Br)c(C(F)(F)F)c1)c1ccccc1	-17	-4	12	115	1.2	8	88	-0.1	-8	1.9

Four compounds already listed, arranged by length of the SMILES, ascending:
SMILES	STAT1 blocker	FLuc inh counter	STAT3 blocker	STAT1 act	RAM network inh	APP 5'UTR act	STAT3 act	Hsp70 activator	APP transl inh	NF-kB neuron act
Cc1ccccc1OCc1nc(-c2ccccc2)no1	-40	6	-9	137*	0.7	79	110	0.3	-79	2.9
O=C(Nc1ccc(Br)c(C(F)(F)F)c1)c1ccccc1	-17	-4	12	115	1.2	8	88	-0.1	-8	1.9
Cc1ccc(-n2c(N)c(C(=O)N3CCCCC3)sc2=S)cc1	-8	-4	5	104	2.4	-12	96	-0.2	12	1.4
Nc1ccc(C(=O)OCC(=O)c2cccc([N+](=O)[O-])c2)cc1	-8	10	-1	105	1.5	-4	105	-0.2	4	1

The results go on.
SMILES	STAT1 blocker	FLuc inh counter	STAT3 blocker	STAT1 act	RAM network inh	APP 5'UTR act	STAT3 act	Hsp70 activator	APP transl inh	NF-kB neuron act
Cc1ccc(NC(=O)COc2ccc3oc4c(c3c2)CCCC4)nc1	-7	-2	-2	106	3.2	-6	103	-0.4	6	1.6
CCOC(=O)COc1nc(N(C)C)nc(N(C)C)n1	-2	-2	7	102	2.2	3	97	-0.5	-3	1
COc1ccc(-c2nnc(NC(=O)C3CCCO3)s2)cc1 (stereo unspecified)	-46	28	3	142*	3.4	55	101	0.0	-55	1.9
Cc1nnc(NC(=O)CSc2nnc(C)n2-c2ccc(F)cc2)s1	6	-9	5	96	1.0	12	100	-0.1	-12	1.1
CC(=O)C1=C(O)C(=O)N(Cc2ccco2)C1c1ccccc1 (stereo unspecified)	8	1	6	94	1.9	3	99	-0.2	-3	0.95
Cc1cc(CNC(=O)COc2cc(F)ccc2[N+](=O)[O-])c2ccccc2n1	30	-4	15	73	0.8	-4	91	-0.1	4	0.78
Cn1c(N)c(C(=O)COC(=O)COc2ccccc2C#N)c(=O)n(C)c1=O	-1	-6	-6	99	3.8	2	106	0.0	-2	1.4
CCSc1nnc(NC(=O)CC(C)C)s1	-7	-3	-1	104	1.1	33	102	-0.4	-33	1.3
CCOC(=O)C(NC(=O)c1ccccc1)(Nc1nnc(C)s1)C(F)(F)F (stereo unspecified)	0	-6	7	99	2.1	-8	97	-0.1	8	1.4
Cc1onc(-c2ccccc2Cl)c1C(=O)NNC(=O)C1CCN(Cc2ccccc2)CC1	4	-7	1	96	1.9	7	101	-0.5	-7	1
COc1ccc(/C=C/C(=O)N2CCN(S(=O)(=O)/C=C/c3ccccc3)CC2)cc1OC	2	-6	6	98	3.8	-1	98	-0.3	1	1.1
C/C(=N\NC(=O)c1cccc(N/N=C(\C)c2cc(O)ccc2O)c1)c1cc(O)ccc1O	-10	18	15	106	1.9	-7	91	-0.1	7	0.34
CC(CNC(=O)COc1ccccc1)OC(=O)Nc1ccc(Cl)c(Cl)c1 (stereo unspecified)	-4	-6	-4	104	2.0	-12	108	-0.2	12	1
CCCN1C(=O)C(O)(C2CC(=O)CC(C)(C)O2)c2ccccc21 (stereo unspecified)	1	-6	0	99	-1.7	-2	101	-0.3	2	1
O=C(Nc1nccs1)C1CC2CCC1C2 (stereo unspecified)	-4	-2	3	104	0.5	4	100	-0.1	-4	1
COc1ccccc1CN1CCNC(=O)C1CC(=O)NCCC1=CCCCC1 (stereo unspecified)	-13	-5	-7	110	1.3	19	110	0.0	-19	0.98
CC1=C(c2ccc(F)cc2)[N+](=O)C(C)(C)N1[O-]	-2	-2	-4	100	1.5	-3	105	-0.2	3	1.6
O=S(=O)(c1ccc(Cl)cc1)N1CCN(C2CCN(Cc3ccccc3)CC2)CC1	1	-5	-5	99	0.3	1	102	-0.4	-1	0.85
CC1CN(c2nc3ccccn3c(=O)c2/C=C(\C#N)S(=O)(=O)c2ccccc2)CC(C)O1 (stereo unspecified)	0	-10	-3	100	3.6	-20	104	0.3	20	1.1
O=C(/C=C/c1ccco1)OCC1CCCN2CCCCC12 (stereo unspecified)	-2	-3	4	100	1.4	-1	99	-0.1	1	1.2
Cn1c(-c2sc3cc(C(F)(F)F)cnc3c2-c2cccs2)n[nH]c1=S	-1	0	10	99	6.8	9	95	-0.2	-9	1.1
CCCCNC(=S)Nc1ccc(OC)nc1	-2	-5	-1	102	0.0	11	108	-0.4	-11	1
CCCn1c(/N=C/c2ccc3c(c2)OCO3)nc2ccccc21	4	37	5	96	0.0	-12	101	-0.3	12	1.2
Nc1c(C(=O)Nc2ccc(F)cc2)sc(=S)n1-c1ccccc1F	-35	8	10	131*	0.9	58	101	0.0	-58	1.7
C=CCc1ccccc1OCC(O)CN1CCN(Cc2ccc3c(c2)OCO3)CC1 (stereo unspecified)	8&-2	-8&-2	10&3	88&102	0.7&0.0	13&0	93&99	-0.5&0.0	-13&0	1&1.4
OCCN(CC(O)Cn1ccc2ccccc21)CC(O)Cn1ccc2ccccc21 (stereo unspecified)	-4	-8	-20	104	0.4	3	120	-0.5	-2	0.71
CSc1ccc(/C=C(\C#N)C(=O)NC2CCCCC2C)cc1 (stereo unspecified)	-11	-1	5	110	8.3	2	95	-0.2	-2	1.4
CCN1CCN(c2ncc(C(=O)Nc3c(F)cc(F)cc3Br)c3ccccc23)CC1	2	3	9	99	1.4	26	98	-0.1	-26	1.1
CC(C)CCN1CCN(Cc2cccc(C(F)(F)F)c2)CC1CCO (stereo unspecified)	-4	-2	6	102	-1.2	-15	97	-0.4	15	0.96
O=C(O)C1C(c2ccccc2)C(C(=O)Oc2ccc(O)cc2)C1c1ccccc1 (stereo unspecified)	1	-6	-2	99	3.2	-4	104	-0.1	4	1
Cc1[nH]n2c(=O)c3c(nc2c1-c1ccccc1)CCCC3	-5	-5	13	104	2.4	7	92	-0.1	-7	1.1
CCOc1ccc(C2C(C(=O)OC)=C(C)N=C3SCCC(=O)N32)cc1OCC (stereo unspecified)	1	-5	13	99	0.6	1	92	-0.1	-1	0.98
O=C(NNS(=O)(=O)c1ccccc1)C1CCN(S(=O)(=O)c2ccccc2)CC1	2	-5	-2	98	3.1	7	108	-0.2	-7	1.3
CCN(c1cccc(C)c1)S(=O)(=O)c1ccc(OC)c([N+](=O)[O-])c1	7	-5	-3	94	2.3	-4	108	0.0	4	/
O=C(N=Nc1c(O)[nH]c2ccc(Cl)cc12)c1cc(-c2cccs2)nc2ccccc12	0	5	5	100	2.6	-10	96	-0.1	10	1.2
Cc1cc(C)cc(NC(=O)N2CCC(c3nc4ccccc4o3)CC2)c1	1	-8	12	99	1.4	-5	94	0.0	5	0.69
CCOC(=O)c1c(C)n(C(=O)c2ccco2)c(=O)n1C(=O)c1ccco1	4	-4	0	96	7.3	8	103	-0.2	-8	0.89
CCOCCCN1CN(Cc2ccccc2)CNC1=S	-1	2	5	101	1.7	23	96	-0.6	-23	1.1
Cc1cccc(C)c1NC1=NC2(CCCCC2)N=C(N)N1	0	-4	8	100	1.9	-1	97	0.0	1	1.2
CC(C)CCCC(C)NS(=O)(=O)Cc1ccccc1 (stereo unspecified)	2	0	1	99	1.4	-5	100	-0.2	5	1.4
Cc1cccc(-c2cc(C(=O)N3CCCc4ccccc43)c3ccccc3n2)c1	7	20	-8	94	4.4	11	109	-0.3	-10	0.7
CC(C)(C)OC(=O)N1CCC(C(=O)N2CCCCCC2)CC1	0	-6	4	98	-0.5	-10	100	-0.3	10	1.2
Cc1sc(NC(=O)CN(Cc2ccccc2)C(=O)C(C)C)c(C(N)=O)c1C	-8	-4	7	108	5.5	-14	98	-0.1	14	0.97
CSc1nc(-c2ccccc2)nn1S(=O)(=O)c1ccc(Cl)cc1	-3	-8	-2	103	1.7	8	102	0.4	-8	1.2
CC(c1ccccc1)n1cc(C(=O)NCc2ccccn2)nn1 (stereo unspecified)	-8	-1	-4	106	-0.1	-8	105	-0.5	8	0.92
CC(C)C(=O)N=c1sc2cc(F)cc(F)c2n1C	-7	-3	25	106	2.0	/	86	-0.3	/	1.2
Cc1cc(C)n(C)c(=O)c1C#N	7	-2	-3	93	0.5	13	104	-0.2	-13	1.1
COc1cccc(C(=O)Cn2c(=N)n(C)c3ccccc32)c1	16	32	46*	84	0.5	229*	66	-0.3	-165	4.4*
C#CCSc1nnc(-c2sc3ccccc3c2Cl)o1	-44	28	-23	140*	6.3	58	125	-0.1	-58	3.8*
O=C(Cc1cccs1)NC1CCCC1	4	-8	-6	94	-0.5	11	109	-0.2	-11	1.1
N#Cc1ccc(-c2ccco2)nc1SCc1ccccc1	5	-9	17	95	3.5	18	88	0.1	-18	1.2
O=C(NC(=S)N(Cc1ccccc1)c1ccccn1)C1CC1	-2	1	2	102	1.5	5	94	-0.4	-6	1.1
Cc1nn(-c2ccccc2)c(C)c1/C=N/Nc1nc2ccccc2[nH]1	-116	80*	17	204*	-0.4	154*	88	-0.4	-154	2.9
O=C(c1cccn(Cc2cccc(Cl)c2)c1=O)N1CCOCC1	6	-5	20	95	-0.1	-1	91	-0.1	1	0.83
O=C(NNC1=C(C(=O)C(F)(F)F)CCC1)c1ccc(Cl)cc1	-8	-5	20	107	-0.9	9	86	-0.4	-9	0.87
COc1ccc(OC)c(NC(=O)CSc2nnc(CCCO)n2-c2ccccc2)c1	8	-6	4	89	1.6	0	100	0.1	0	0.94
COc1cc(C(=O)NNC(=O)C2CC=CCC2C(=O)O)cc(OC)c1OC (stereo unspecified)	1	-6	-20	99	1.3	-65	120	0.1	65*	0.87
